RPL19A-GFP yeast: modulators of TOR pathway RPL19A-GFP in S. cerevisiae; percent response vs DMSO, % at 10 µM; 330,000 tested, 0.3% active; AID 2025; S. cerevisiae RPL19A-GFP strain, flow cytometry, 3 h; hits give low values;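 active = percent response vs DMSO below 50%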;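 also: median channel GFP fluorescence of the barcoded RPL19A-GFP strain; ratio of sample median GFP to plate DMSO average so 100% = DMSO; lower means less RPL19A-GFP as with rapamycin TOR inhibition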
proCasp7 act: counter-screen for procaspase-3 activators: activators of human procaspase-7. AID 463210. 330,000 tested, 0.093% active. P55210. activation, % at 8.5 µM. recombinant procaspase-7, Ac-DEVD-pNA absorbance 405 nm; D23A/D198A/D206A triple mutant, cannot self-cleave; scale: DMSO 0, 5 µM enzyme 100;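 active = percent activation above the screen-wide mean plus 3 SD, cut at about 25% in these data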
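Test system: Procaspase-7 triple mutant (PC-7 D3A). Also added: Ac-DEVD-pNA substrate, 400 µM as added. Schedule: 1 h enzyme–compound preincubation and 2 h substrate reaction, both 25 °C. Signal: p-Nitroaniline absorbance at 405 nm, read at 0 and 120 min. Control set: low DMSO alone, high DMSO plus 5 µM PC-7.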
proCasp3 act: activators of human procaspase-3. 330,000 tested, 0.11% active. P42574. AID 463141. activation, % at 8.5 µM. recombinant procaspase-3 D3A, Ac-DEVD-pNA absorbance 405 nm;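 active = activation above the mean of all tested compounds plus 3 SD, cut at about 21% in these data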;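 also: 0% = DMSO alone and 100% = DMSO wells spiked with extra 5 µM PC-3 D3A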
Target sequence (P42574 whole entry D9A/D28A/D175A): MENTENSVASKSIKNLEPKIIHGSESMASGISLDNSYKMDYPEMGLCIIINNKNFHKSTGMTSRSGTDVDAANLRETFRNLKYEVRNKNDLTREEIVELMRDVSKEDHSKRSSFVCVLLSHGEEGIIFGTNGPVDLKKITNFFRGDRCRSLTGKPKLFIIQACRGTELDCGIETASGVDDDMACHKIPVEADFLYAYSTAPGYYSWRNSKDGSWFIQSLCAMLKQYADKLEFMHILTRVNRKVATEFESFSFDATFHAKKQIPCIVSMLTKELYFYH
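Test system: Procaspase-3 D3A mutant, all three cleavage aspartates alanine | Dosing: Single dose, 8.5 µM nominal compound, 0.8% DMSO | Schedule: 1 h preincubation, 2 h reaction | Technique: 405 nm absorbance of p-nitroaniline, reads at 0 and 120 min | Repeats: One well per compound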
EBNA-1 inh: blocks EBNA-1 binding to DNA | EBNA-1 DNA binding, fluorescence polarization | inhibition, % at 14.8 µM | 300,000 tested, 0.34% active | AID 1950; in the data active = inhibition above about 28%
AHR act: activates the human aryl hydrocarbon receptor; P35869; AHR-responsive luciferase reporter cells, luminescence; activation, % at 5 µM; 320,000 tested, 2.5% active; in the data active = activation above about 47%;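 also: 0% = vehicle wells and 100% = reference agonist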
Target sequence (P35869 whole entry, looked up): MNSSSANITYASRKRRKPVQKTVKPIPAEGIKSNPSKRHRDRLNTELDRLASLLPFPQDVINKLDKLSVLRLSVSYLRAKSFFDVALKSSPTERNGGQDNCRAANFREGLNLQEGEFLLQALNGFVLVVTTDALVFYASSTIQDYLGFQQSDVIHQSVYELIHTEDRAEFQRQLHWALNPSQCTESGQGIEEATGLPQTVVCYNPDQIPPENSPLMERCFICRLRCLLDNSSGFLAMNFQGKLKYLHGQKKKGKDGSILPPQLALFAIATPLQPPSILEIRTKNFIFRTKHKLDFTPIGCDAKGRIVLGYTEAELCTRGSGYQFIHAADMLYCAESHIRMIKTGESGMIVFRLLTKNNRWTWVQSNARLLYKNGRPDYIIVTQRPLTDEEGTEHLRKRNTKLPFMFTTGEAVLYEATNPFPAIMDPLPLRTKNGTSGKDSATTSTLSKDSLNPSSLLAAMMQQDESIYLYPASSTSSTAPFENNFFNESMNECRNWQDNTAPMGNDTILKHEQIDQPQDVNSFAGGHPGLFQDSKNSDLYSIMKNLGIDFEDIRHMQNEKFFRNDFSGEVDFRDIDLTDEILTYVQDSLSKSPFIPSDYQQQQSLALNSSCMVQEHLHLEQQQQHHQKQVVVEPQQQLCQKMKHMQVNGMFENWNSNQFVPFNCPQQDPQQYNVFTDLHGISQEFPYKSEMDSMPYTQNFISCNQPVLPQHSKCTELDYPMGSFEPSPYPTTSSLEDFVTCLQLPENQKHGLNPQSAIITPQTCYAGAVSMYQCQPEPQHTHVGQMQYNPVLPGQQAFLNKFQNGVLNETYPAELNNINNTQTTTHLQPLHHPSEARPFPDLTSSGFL
ZTA DNA inh: blocks Epstein-Barr virus ZTA, an EBNA-1 counter-screen; P03206; ZTA-DNA binding, fluorescence polarization; inhibition, % at 11 µM; 320,000 tested, 0.15% active; AID 2234; in the data active = inhibition above about 33%
MEP2 TOR yeast: yeast TOR pathway MEP2-GFP modulation | GFP response vs DMSO, % at 10 µM | S. cerevisiae MEP2-GFP strain, flow cytometry GFP, 3 h; 100% = DMSO control level | 330,000 tested, 0.51% active | AID 2016;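 active = GFP response versus DMSO above a set limit, roughly screen mean plus 3 SD, cut at about 180% in these data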;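 also: median GFP fluorescence of the barcode-gated MEP2-GFP cells per well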
LAP4 TOR yeast: modulators of TOR pathway LAP4-GFP in S. cerevisiae | S. cerevisiae LAP4-GFP multiplex, flow cytometry GFP, 3 h; median GFP as percent of DMSO wells | GFP response vs DMSO, % at 10 µM | 320,000 tested, 0.34% active;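 active = GFP response vs DMSO above a set limit, about the screen mean plus 3 SD, cut at about 150% in these data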
Starred values were filed as active, the others as inactive.

What do the screens show for `CN(C(=O)c1c[nH]c(=O)cc1C(F)(F)F)c1ccc(Cl)c(Cl)c1`?
RPL19A-GFP yeast: 98.2; proCasp7 act: -4.8; proCasp3 act: -6.2; EBNA-1 inh: 0.7; AHR act: 16.8; ZTA DNA inh: 0.0; MEP2 TOR yeast: 95.3; LAP4 TOR yeast: 99.6

Results for COc1c(C(=O)Nc2nccs2)ccc2ccccc12 ?
RPL19A-GFP yeast: 105.1; proCasp7 act: 9.1; proCasp3 act: 6.5; EBNA-1 inh: 0.9; AHR act: 84.3*; ZTA DNA inh: -7.4; MEP2 TOR yeast: 110.3; LAP4 TOR yeast: 91.3

What do the screens show for `C/C(N)=C(/C#N)C(=O)COC(=O)C1CCC(C(C)(C)C)CC1` (stereo not given)?
RPL19A-GFP yeast: 102.6; proCasp7 act: -8.5; proCasp3 act: 5.3; EBNA-1 inh: -3.1; AHR act: 0.9; ZTA DNA inh: 1.7; MEP2 TOR yeast: 100.1; LAP4 TOR yeast: 98.1

What do the screens show for `CNC(=O)c1ccc2nc(NC(C)=O)sc2c1`?
RPL19A-GFP yeast: 99.8; proCasp7 act: -6.5; proCasp3 act: 8.0; EBNA-1 inh: 9.8; AHR act: 84.2*; ZTA DNA inh: -0.8; MEP2 TOR yeast: 97.1; LAP4 TOR yeast: 92.9

What do the screens show for `COc1cccc(OCCNC(=O)CSc2ccc(C(F)(F)F)cc2[N+](=O)[O-])c1`?
RPL19A-GFP yeast: 92.3; proCasp7 act: -1.4; proCasp3 act: 4.3; EBNA-1 inh: -3.4; AHR act: 1.3; ZTA DNA inh: 2.8; MEP2 TOR yeast: 95.6; LAP4 TOR yeast: 107.1

How did CCN(CC(=O)Nc1ccc([N+](=O)[O-])cc1OC)CC(=O)NC(C)(C)C do in these assays?
RPL19A-GFP yeast: 98.6; proCasp7 act: -5.6; proCasp3 act: 0.4; EBNA-1 inh: -1.8; AHR act: 3.3; ZTA DNA inh: 3.4; MEP2 TOR yeast: 100.0; LAP4 TOR yeast: 90.6

Results for CCN(CC)C(=O)Cn1cc(SCC(=O)NC2CCCC2)c2ccccc21 ?
RPL19A-GFP yeast: 92.3; proCasp7 act: -0.1; proCasp3 act: -4.2; EBNA-1 inh: -8.7; AHR act: 0.6; ZTA DNA inh: -9.8; MEP2 TOR yeast: 99.6; LAP4 TOR yeast: 95.3

What do the screens show for `CCCn1nnnc1NCc1ccccc1F`?
RPL19A-GFP yeast: 93.8; proCasp7 act: -1.7; proCasp3 act: 10.5; EBNA-1 inh: 0.9; AHR act: 0.0; ZTA DNA inh: 9.6; MEP2 TOR yeast: 99.5; LAP4 TOR yeast: 91.5

Results for COC(=O)c1ccc([C@@H](O)[C@H](C)C(=O)CC(=O)OC(C)(C)C)cc1 ?
RPL19A-GFP yeast: 96.8; proCasp7 act: 6.4; proCasp3 act: 1.9; EBNA-1 inh: 1.8; AHR act: 1.5; ZTA DNA inh: 5.5; MEP2 TOR yeast: 94.2; LAP4 TOR yeast: 125.7

Results for CC(=O)CSc1ncnc2sc3c(c12)CCC(C)C3 (stereo not given) ?
RPL19A-GFP yeast: 93.6; proCasp7 act: -1.2; proCasp3 act: -5.5; EBNA-1 inh: 0.8; AHR act: 27.8; ZTA DNA inh: -2.3; MEP2 TOR yeast: 79.9; LAP4 TOR yeast: 101.0

How did CC12CC3CC(C1)CC(C(=O)NNC(=O)c1ccncc1)(C3)C2 do in these assays?
RPL19A-GFP yeast: 97.3; proCasp7 act: -6.4; proCasp3 act: -5.2; AHR act: 0.1; MEP2 TOR yeast: 100.3; LAP4 TOR yeast: 91.7

How did O=C(NNc1ccccc1[N+](=O)[O-])Nc1ccc(F)cc1 do in these assays?
RPL19A-GFP yeast: 99.5; proCasp7 act: -21.6; proCasp3 act: -20.1; EBNA-1 inh: 9.9; AHR act: 45.6; ZTA DNA inh: 15.6; MEP2 TOR yeast: 71.6; LAP4 TOR yeast: 91.1

What do the screens show for `Cc1ccc(C2CC(C(F)(F)F)n3nc(C(=O)NCc4c(C)nn(C)c4C)c(Cl)c3N2)cc1` (stereo not given)?
RPL19A-GFP yeast: 97.6; proCasp7 act: 0.7; proCasp3 act: -6.0; EBNA-1 inh: 13.1; AHR act: 0.5; ZTA DNA inh: 13.1; MEP2 TOR yeast: 102.7; LAP4 TOR yeast: 101.3

How did COc1ccc(N2C(=O)N3[C@H](c4ccc(Cl)cc4)[C@@H]4C(=O)N(C5CCCCC5)C(=O)[C@@H]4[C@]3(Cc3ccc(Cl)cc3)C2=O)cc1 do in these assays?
RPL19A-GFP yeast: 98.6; proCasp7 act: 4.4; proCasp3 act: -6.9; EBNA-1 inh: 7.2; AHR act: -0.5; ZTA DNA inh: -14.5; MEP2 TOR yeast: 91.7; LAP4 TOR yeast: 129.2

How did Cc1cc(N2CCN(S(=O)(=O)c3ccc4c(c3)OCCO4)CC2)n2ncnc2n1 do in these assays?
proCasp7 act: 3.2; proCasp3 act: 4.3; EBNA-1 inh: -4.2; AHR act: -1.0; ZTA DNA inh: 2.9; MEP2 TOR yeast: 105.4; LAP4 TOR yeast: 102.6

How did COC(=O)C(NNc1ccccc1C)(NC(=O)c1ccc(F)cc1)C(F)(F)F (stereo not given) do in these assays?
RPL19A-GFP yeast: 104.2; proCasp7 act: -4.3; proCasp3 act: 2.8; EBNA-1 inh: -4.3; AHR act: 45.5; ZTA DNA inh: 0.5; MEP2 TOR yeast: 106.4; LAP4 TOR yeast: 102.6

Results for CCC(C)[C@H](NC(=O)N1CCCC1)C(=O)OC (stereo not given in full) ?
RPL19A-GFP yeast: 104.8; proCasp7 act: 2.0; proCasp3 act: 6.8; EBNA-1 inh: 2.1; AHR act: -1.5; ZTA DNA inh: 3.4; MEP2 TOR yeast: 101.6; LAP4 TOR yeast: 109.0

How did CCCCn1c(N)c(N(CC(C)C)C(=O)c2ccc(S(=O)(=O)N3CCCCC3)cc2)c(=O)[nH]c1=O do in these assays?
RPL19A-GFP yeast: 95.4; proCasp7 act: 2.1; proCasp3 act: -2.4; EBNA-1 inh: 0.8; AHR act: 3.0; ZTA DNA inh: -6.8; MEP2 TOR yeast: 100.4; LAP4 TOR yeast: 105.8

What do the screens show for `COc1ccc(-c2ccc(/C=N/N3C(=O)C4C5C=CC(C6CC56)C4C3=O)o2)c([N+](=O)[O-])c1` (stereo not given)?
RPL19A-GFP yeast: 105.5; proCasp7 act: 12.8; proCasp3 act: -2.7; EBNA-1 inh: 4.1; AHR act: 1.3; ZTA DNA inh: -8.1; MEP2 TOR yeast: 91.7; LAP4 TOR yeast: 94.1

How did CNC(=O)CC(C(=O)O)c1ccc(OC(C)C)cc1 (stereo not given) do in these assays?
RPL19A-GFP yeast: 100.5; proCasp7 act: 7.4; proCasp3 act: -2.0; EBNA-1 inh: 1.0; AHR act: 1.1; ZTA DNA inh: 7.0; MEP2 TOR yeast: 100.9; LAP4 TOR yeast: 95.7

Results for CCC1Oc2ccc(C)cc2N(CC(=O)NCCCN2CCOCC2)C1=O (stereo not given) ?
RPL19A-GFP yeast: 97.8; proCasp7 act: -0.1; proCasp3 act: -0.8; EBNA-1 inh: -4.6; AHR act: -1.1; ZTA DNA inh: -7.2; MEP2 TOR yeast: 109.3; LAP4 TOR yeast: 96.7

How did Cn1nccc1C(=O)N1CCN(c2cccc(Cl)c2)CC1 do in these assays?
RPL19A-GFP yeast: 103.1; proCasp7 act: 1.7; proCasp3 act: -11.8; EBNA-1 inh: -1.6; AHR act: 1.0; ZTA DNA inh: 12.4; MEP2 TOR yeast: 108.4; LAP4 TOR yeast: 98.5

How did COc1ccc(CN2C(=O)c3cccnc3C2=O)cc1S(=O)(=O)NCc1ccc(C)cc1 do in these assays?
RPL19A-GFP yeast: 98.0; proCasp7 act: 13.2; proCasp3 act: 1.5; EBNA-1 inh: -2.0; AHR act: 0.4; ZTA DNA inh: 10.1; MEP2 TOR yeast: 99.1; LAP4 TOR yeast: 94.5

Results for CCCCN(C)CCn1c(=S)[nH]c2ccc(N3CCOCC3)cc2c1=O ?
RPL19A-GFP yeast: 99.5; proCasp7 act: -7.2; proCasp3 act: -10.8; EBNA-1 inh: -3.6; AHR act: 17.5; ZTA DNA inh: -6.5; MEP2 TOR yeast: 95.1; LAP4 TOR yeast: 85.9

What do the screens show for `CC(NC(=O)c1cccc2ccccc12)c1ccc2c(c1)CCCC2` (stereo not given)?
RPL19A-GFP yeast: 108.2; proCasp7 act: 3.6; proCasp3 act: 1.4; EBNA-1 inh: -11.9; AHR act: 8.8; ZTA DNA inh: -9.2; MEP2 TOR yeast: 148.2; LAP4 TOR yeast: 115.8

How did O=C(NC1CCCC1)C(c1ccccc1F)N(C(=O)c1csnn1)C1CC1 (stereo not given) do in these assays?
RPL19A-GFP yeast: 99.5; proCasp7 act: -2.3; proCasp3 act: -3.2; EBNA-1 inh: 7.5; AHR act: -0.8; ZTA DNA inh: -25.2; MEP2 TOR yeast: 106.3; LAP4 TOR yeast: 103.0

What do the screens show for `C=CCn1c(SCc2c(C)noc2C)nc2ccccc2c1=O`?
RPL19A-GFP yeast: 105.2; proCasp7 act: -1.3; proCasp3 act: 8.2; EBNA-1 inh: 5.0; AHR act: -2.8; ZTA DNA inh: -7.0; MEP2 TOR yeast: 105.4; LAP4 TOR yeast: 101.3

What do the screens show for `Cn1nc(C(=O)Nc2cc(Cl)ccc2N2CCCC2)c2ccccc2c1=O`?
RPL19A-GFP yeast: 92.2; proCasp7 act: 11.0; proCasp3 act: -1.5; AHR act: 63.7*; ZTA DNA inh: -16.8; MEP2 TOR yeast: 112.6; LAP4 TOR yeast: 96.8

What do the screens show for `Cc1c(OCc2nn[nH]n2)ccc2c3c(c(=O)oc12)CCC(C)C3` (stereo not given)?
RPL19A-GFP yeast: 99.2; proCasp7 act: -2.0; proCasp3 act: -4.8; EBNA-1 inh: 10.8; AHR act: 5.6; ZTA DNA inh: -12.3; MEP2 TOR yeast: 113.9; LAP4 TOR yeast: 106.8

What do the screens show for `C[C@@H]1CN([C@H](C)CO)C(=O)c2cc(NC(=O)Nc3cccc4ccccc34)ccc2O[C@H]1CN(C)Cc1ccc(C(F)(F)F)cc1`?
RPL19A-GFP yeast: 97.9; proCasp7 act: -13.4; proCasp3 act: 0.7; AHR act: 1.0; MEP2 TOR yeast: 97.3; LAP4 TOR yeast: 95.3

How did COC(=O)c1cc(Br)c(=O)n(-c2ccccc2OC)c1 do in these assays?
RPL19A-GFP yeast: 88.7; proCasp7 act: -3.3; proCasp3 act: 4.0; EBNA-1 inh: 4.6; AHR act: 0.3; ZTA DNA inh: 2.8; MEP2 TOR yeast: 92.9; LAP4 TOR yeast: 90.7

What do the screens show for `O=C(O)COc1ccc2c3c(c(=O)oc2c1)CCCC3`?
RPL19A-GFP yeast: 97.7; proCasp7 act: 8.2; proCasp3 act: -3.4; EBNA-1 inh: -0.3; AHR act: -0.3; ZTA DNA inh: -12.0; MEP2 TOR yeast: 100.5; LAP4 TOR yeast: 102.3

Random excerpt: 2 compounds from above
How did CCN(CC(=O)Nc1ccc([N+](=O)[O-])cc1OC)CC(=O)NC(C)(C)C do in these assays?
RPL19A-GFP yeast: 98.6; proCasp7 act: -5.6; proCasp3 act: 0.4; EBNA-1 inh: -1.8; AHR act: 3.3; ZTA DNA inh: 3.4; MEP2 TOR yeast: 100.0; LAP4 TOR yeast: 90.6

Results for COC(=O)c1ccc([C@@H](O)[C@H](C)C(=O)CC(=O)OC(C)(C)C)cc1 ?
RPL19A-GFP yeast: 96.8; proCasp7 act: 6.4; proCasp3 act: 1.9; EBNA-1 inh: 1.8; AHR act: 1.5; ZTA DNA inh: 5.5; MEP2 TOR yeast: 94.2; LAP4 TOR yeast: 125.7
